# Screens as filed in PubChem.
# CXCR6 inh: CXCR6 (human) receptor inhibition. CHO-K1 PathHunter CXCR6 beta-arrestin, luminescence. inhibition, % at 20 µM. 360,000 tested, 0.36% active. AID 602244; in the data active = inhibition above about 34%, passing the limit was not always enough;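 note: antagonist mode with CXCL16 agonist at 10 nM final; 0% = 10 nM CXCL16 with DMSO and 100% = unstimulated wells without agonist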
# Target sequence (O00574 whole entry, looked up): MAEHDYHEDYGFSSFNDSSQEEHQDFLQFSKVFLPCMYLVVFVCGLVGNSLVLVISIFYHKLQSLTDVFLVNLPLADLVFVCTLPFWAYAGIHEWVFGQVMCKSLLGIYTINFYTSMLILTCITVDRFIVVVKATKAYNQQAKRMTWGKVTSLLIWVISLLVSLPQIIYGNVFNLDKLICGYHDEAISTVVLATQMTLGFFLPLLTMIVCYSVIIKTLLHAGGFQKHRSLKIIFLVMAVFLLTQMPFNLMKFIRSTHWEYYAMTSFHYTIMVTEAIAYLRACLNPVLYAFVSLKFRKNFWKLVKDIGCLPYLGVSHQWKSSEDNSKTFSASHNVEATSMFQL
# Jurkat NFkB inh: inhibitors of the PMA/ionomycin-induced NF-kB reporter in Jurkat cells | 330,000 tested, 0.53% active | PMA/ionomycin-induced NF-kB luciferase reporter, luminescence | inhibition, % at 4 µM | AID 435003; in the data active = inhibition above about 50%
# 697 NFkB inh: inhibitors of the PMA/ionomycin-induced NF-kB reporter in 697 B cells | 697 B-cell NF-kB luciferase reporter, 16 h | inhibition, % at 4 µM | 330,000 tested, 0.33% active; in the data active = inhibition above about 35%
# XBP1 UPR activ: activators of adaptive arm of unfolded protein response (XBP1). 330,000 tested, 0.33% active. AID 463104. activation, % at 20 µM. CHO-XBP1 luciferase reporter, IRE1-XBP1 UPR activation, luminescence; percent of tunicamycin response, DMSO as zero;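 active = versus positive control, 20 µM dose yields 30% or more activation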;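 note: 100% = tunicamycin at 10 µg/mL and 0% = DMSO only wells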
#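 Material: IRE1-XBP1 luciferase reporter CHO line / Quantity: one thousand reporter cells per well / Buffer or medium: F12 with 10% serum / Compound: 20 µM single concentration, DMSO 1% / Times: 6 h treatment, 37 °C / Detection: Steady-Glo luciferase glow luminescence, 10 min after reagent addition / Benchmarks: tunicamycin high, DMSO low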
# CCR6 antagonist: CCR6 (human) receptor antagonism; P51684; CHO-K1 CCR6 PathHunter beta-arrestin, luminescence, CCL20-stimulated; inhibition, % at 20 µM; 340,000 tested, 0.49% active; AID 493098;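 active = compounds whose inhibition of the agonist-driven luminescence signal at 20 µM reaches about 50%, limit read from the data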;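 note: cells stimulated with CCL20 at 14 nM final; plate controls were DMSO with CCL20 for no effect and DMSO without agonist for full effect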
# Target sequence (P51684 whole entry, looked up): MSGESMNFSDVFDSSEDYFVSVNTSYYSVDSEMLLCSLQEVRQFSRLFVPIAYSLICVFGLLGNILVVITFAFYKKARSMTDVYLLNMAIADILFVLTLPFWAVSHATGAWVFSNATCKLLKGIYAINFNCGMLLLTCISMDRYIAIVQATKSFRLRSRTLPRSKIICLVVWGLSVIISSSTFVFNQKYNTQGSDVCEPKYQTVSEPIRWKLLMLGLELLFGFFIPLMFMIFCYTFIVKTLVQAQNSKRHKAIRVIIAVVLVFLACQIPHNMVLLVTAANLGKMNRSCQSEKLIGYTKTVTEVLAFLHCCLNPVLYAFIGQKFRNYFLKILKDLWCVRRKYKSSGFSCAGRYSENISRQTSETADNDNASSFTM
# EBI2 block: blocks human EBI2 receptor beta-arrestin signaling. inhibition, % at 5 µM. EBI2 beta-arrestin recruitment, luminescence, 7a,25-OHC stimulated. 360,000 tested, 0.81% active; in the data active = inhibition above about 38%;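 note: enzyme fragment complementation signal reports receptor beta-arrestin coupling in cells; 0% = agonist plus DMSO wells and 100% = wells without agonist; some results beyond the cut were filed as inactive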
# Target sequence (P32249 whole entry, looked up, the tested form may be a part): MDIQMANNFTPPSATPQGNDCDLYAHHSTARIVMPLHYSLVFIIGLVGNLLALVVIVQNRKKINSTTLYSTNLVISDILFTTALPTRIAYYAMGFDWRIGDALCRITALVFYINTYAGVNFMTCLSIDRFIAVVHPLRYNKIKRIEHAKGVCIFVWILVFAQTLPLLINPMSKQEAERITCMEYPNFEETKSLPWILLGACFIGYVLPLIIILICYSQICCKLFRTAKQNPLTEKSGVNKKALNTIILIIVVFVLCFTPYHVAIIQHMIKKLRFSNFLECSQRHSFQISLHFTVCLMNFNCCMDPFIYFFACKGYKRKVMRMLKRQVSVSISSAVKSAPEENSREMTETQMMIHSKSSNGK
# Mdm2-MdmX inh: inhibitors of human Mdm2/MdmX interaction; 330,000 tested, 3% active; SaOS-2 split-luciferase Mdm2/MdmX complementation, luminescence; O15151+Q00987; inhibition, % at 8 µM;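 active = inhibition of at least 50% at 8 µM in the primary screen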
# UPR CHOP act: apoptotic UPR (CHOP) activation. 330,000 tested, 0.34% active. CHO-CHOP luciferase reporter, luminescence; percent of tunicamycin response over DMSO baseline. activation, % at 10 µM;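 active = at 10 µM dose, activation of 40% or more, normalized to positive control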;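 note: 100% = tunicamycin at 10 µg/mL and 0% = DMSO alone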
#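 assay system = CHO CHOP reporter cells | amount = 500 CHO-CHOP cells per well | buffer or medium = F12 with 10% FBS | incubation = 16-18 h cell attachment, then 6 h compound exposure, 37 °C | detection = luminescence read with Steady-Glo | read-out = percent activation relative to tunicamycin control | controls = tunicamycin high control, DMSO low control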
# Gli-Sufu block: antagonists of Gli-Sufu signaling; inhibition, % at 5 µM; AID 588413; Sufu-KO-LIGHT fibroblasts, Gli luciferase reporter luminescence; 340,000 tested, 0.74% active;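 active = inhibition above about 55%, limit read from the data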;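 note: 0% = DMSO-treated cells and 100% = wells with medium but no cells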
# The depositor's hits bear a star; i = inactive; . = no result given; & = joins results of further samples.
# Order of results: CXCR6 inh, Jurkat NFkB inh, 697 NFkB inh, XBP1 UPR activ, CCR6 antagonist, EBI2 block, Mdm2-MdmX inh, UPR CHOP act, Gli-Sufu block
CCOc1ccc(S(=O)(=O)NCc2ccc3c(c2)OCO3)cc1C(=O)O
 : 1, -17, 1, -3, -6, -13, 12, 4.2, 0
Cc1cc(C)cc(Nc2c3c(nc4ncnn24)CCC3)c1
 : 0, 21, -35, -1, 16, 1, 40, -2.5, 50
COn1c(-c2ccc(C)cc2)nc2ncccc21
 : -7, 9, 7, -4, 12, -2, 5, 3.0, 23
Cc1ccc(OCC(=O)NCc2ccc3c(c2)OCO3)c([N+](=O)[O-])n1
 : -2, 8, 7, -2, 4, -11, -22, -1.6, -8
S=C(c1ccc(-c2ccc(Cl)cc2)o1)N1CCCCC1
 : 3, -171, -181, 0, 16, 26, -229, 5.9, -96
CC(=O)N/N=C(\C)C1COc2ccccc2O1 (configuration not stated)
 : 6, 21, 3, -3, 2, 4, 17, -0.3, 4
COC(=O)CSc1nc2ccc(C)cc2cc1C#N
 : -2, -180, -153, 1, -4, 9, -299, 3.8, -6
CN(C)S(=O)(=O)c1cccc(NC(=S)NN=C(Cc2ccccc2)Cc2ccccc2)c1
 : -19, 12, -48, 0, 6, 6, -7, 7.1, -2
Cc1ccc2c(c1)nnn2C1CCN(S(=O)(=O)c2ccc3ccccc3c2)CC1
 : 1, 2, -3, -7, 5, 13, 28, 1.5, 8
COn1c(SCc2ccc(Cl)cc2)nc2ccccc2c1=O
 : 3, -5, 14, 1, -5, 3, 22, 4.7, 9
COCOc1cc(O)c2c(=O)c(OCOC)c(-c3ccc(OCOC)c(OCOC)c3)oc2c1
 : 2, -7, 0, -2, 19, 14, 40, 0.7, 8
Cc1ccc2[nH]cc(CCNC(=O)Nc3ccccc3)c2c1
 : 3, 3, 4, -2, -12, 11, -35, 0.1, -5
O=C(O)CCC(=O)NNC(=O)c1ccc([N+](=O)[O-])cc1
 : 1, 3, 21, -2, 9, -3, 15, 0.8, 2
CCCCN(C)CCCNC(=O)c1cn(CC)c2ccc(S(=O)(=O)N3CCOCC3)cc2c1=O
 : -6, 11, -9, -3, 12, -13, 17, -1.9, 5
COc1ccccc1/C=C/C=N/n1c(-c2ccccc2)n[nH]c1=S
 : 20, -3, -11, 4, 20, 10, 28, 0.3, 0
CCOC(=O)C1=C(C)Nc2nc(SCC(=O)OC)nn2C1c1cc(F)cc(F)c1 (configuration not stated)
 : -1&-3, 12, 3, -4, 19&6, -6&5, -27, -1.1, -28&-1
CCOc1ccc(/C=C2/Sc3ccc(C(=O)N4CCOCC4)cc3N(C)C2=O)cc1OC
 : -6, 21, -13, -2, 15, 11, 9, -2.4, -3
CCCCc1ccc(NC(=S)N2CCN(C(=O)c3ccco3)CC2)cc1
 : -1, -5, 6, -3, 23, 6, 20, -0.8, -4
O=C(NC1CCCc2c1cnn2-c1ccccc1F)c1ccccn1 (configuration not stated)
 : -4, -66, i, -5, -3, -19, 86*, 0.4, 21
CC(C)(C)c1nc[nH]c(=O)c1Br
 : 1, -8, -9, -2, 3, -11, -5, 1.3, 3
CCc1c(C)nc2ncnn2c1NC1CCCc2ccccc21 (configuration not stated)
 : -3, 9, -21, -1, 2, -1, 18, -0.1, 5
Cc1cc(NC(=O)CCOc2ccccc2)no1
 : -9, -2, 5, -1, -7, -19, -17, 1.0, 2
Cn1c(SCCN2CCCC2)nnc1C1CCN(S(=O)(=O)c2ccc(F)cc2)CC1
 : 0, -3, 2, -2, 6, -7, 13, 0.6, -15
COc1ccc(CCNC(=O)CN2C(=O)COc3ccc(S(=O)(=O)N4CCCC4)cc32)cc1OC
 : 0, -12, 2, -5, 0, -8, -24, -1.0, 9
CC(OC(=O)c1cc(S(=O)(=O)N2CCOCC2)ccc1F)C(=O)NCc1ccc2c(c1)OCO2 (configuration not stated)
 : -11, -8, -21, -3, 4, 2, 12, -2.0, -3
CCOc1ccccc1CN1CCN(S(C)(=O)=O)CC1
 : -2, -4, -3, -3, -2, -1, 3, -0.4, 4
CC(C)n1cc(/C=N/Nc2ccc(C(=O)O)cc2)c2ccccc21
 : -18, 7, -305, -10, -11, -11, 27, -4.2, 1
O=C1CCC(=O)N1CCC(c1ccc(F)cc1)c1ccco1 (configuration not stated)
 : -1, -5, 12, 2, 4, -1, -1, 1.8, 0
CCC(C)NC(=O)c1cnn2c(C)c3c(nc12)CCCC3 (configuration not stated)
 : -4, 2, -31, 9, -6, -3, -30, 0.5, -5
OC(c1ccc(OCc2ccccc2)cc1)c1nnc(-c2ccccc2)o1 (configuration not stated)
 : -8, -9, -19, -3, 0, 11, 15, -1.8, 0

# Exported in CSV form: entries from further up.
smiles,CXCR6 inh,Jurkat NFkB inh,697 NFkB inh,XBP1 UPR activ,CCR6 antagonist,EBI2 block,Mdm2-MdmX inh,UPR CHOP act,Gli-Sufu block
S=C(c1ccc(-c2ccc(Cl)cc2)o1)N1CCCCC1,3,-171,-181,0,16,26,-229,5.9,-96
Cc1cc(C)cc(Nc2c3c(nc4ncnn24)CCC3)c1,0,21,-35,-1,16,1,40,-2.5,50

# The list continues.
# Order of results: CXCR6 inh, Jurkat NFkB inh, 697 NFkB inh, XBP1 UPR activ, CCR6 antagonist, EBI2 block, Mdm2-MdmX inh, UPR CHOP act, Gli-Sufu block
C/C(CC(=O)Nc1ccc2c(c1)OCCO2)=N\NC(=O)c1cccc(O)c1
 : 2, 15, 0, -1, 18, -3, 15, 0.3, 11
O=C(NC1CCCCCCC1)c1ccc2c(c1)OCO2
 : -3, -140, -138, -2, 6, -2, -148, 0.9, -97
O=C(O)CCCCc1nc2ccccc2s1
 : 8, 7, 11, -3, 23, -5, 2, -1.5, 10
COC(=O)C1=C(C)NC(=O)NC1c1ccc2c(c1)OCO2 (configuration not stated)
 : -5, -6, 13, -3, 3, 1, 27, -0.2, -1
NC(=O)c1ccc(NC(=O)COC(=O)c2c[nH]c3ccccc23)cc1
 : -2, 12, -20, 0, 8, -8, -3, 1.6, -9
CN(CC#CC(O)(c1ccccc1)c1ccccc1)C(C)(C)C
 : -7, 7, 1, -3, 5, 6, -14, 1.1, 10
N#Cc1c(F)cccc1NCc1cccs1
 : -7, 3, 16, 0, 9, 5, -9, 1.5, 4
COc1ccccc1NS(=O)(=O)c1ccc2[nH]c(=S)oc2c1
 : -8, -1, -14, -3, -2, 5, 3, -1.1, -22
CN(NS(=O)(=O)c1ccc(Cl)cc1)c1cnn(C)c(=O)c1Cl
 : -7, 2, 8, -4, 2, 4, 16, -0.5, 3
COC(=O)c1c(C(=O)OC)c(-c2ccc(C)cc2)n2c1CS(=O)(=O)C2
 : 5, 11, 8, -3, -5, -1, -18, 0.1, -10
Cc1cc(C)cc(NC(=S)NCCCN2CCOCC2)c1
 : -10, -21, 10, -3, 10, -7, -8, -0.9, -2
Cc1ccc(S(=O)(=O)N(C)C)cc1NC(=O)COC(=O)c1c(C)noc1C
 : -6, -22, -9, 1, 2, -6, -12, 6.9, -5
CCc1nc(N)c(C#N)c(-c2ccncc2)c1C
 : -3, -1, -3, 1, -8, -15, 26, -0.4, 9
COc1ccc(C2=NC(CO)(CO)CO2)cc1
 : -5, -11, -2, 0, 19, 2, 3, 0.0, -3
Cc1ccc(-n2c(C)nc3ncnc(-c4ccccc4)c32)cc1
 : -11, -4, -17, -6, 3, 3, 9, -1.7, 0
Cn1nnc2cc(C(=O)N3CCC(c4ccccc4)C3)ccc21 (configuration not stated)
 : -2, -6, -6, 0, 5, -7, 6, 1.3, -10
CCCn1c(SCC(=O)N2c3ccccc3CC2C)nnc1-c1ccco1 (configuration not stated)
 : 0, -17, -3, -2, 16, -1, -9, 1.0, 7
COc1ccc(NC(=O)CSc2ccc(-c3ccccn3)nn2)cc1OC
 : -2, 2, 6, -3, 8, -5, 28, 2.1, 3
CN(Cc1cccc2cnccc12)C(=O)c1cc(COc2ccc(F)cc2Cl)on1
 : -14, -2, -24, -4, 1, 11, -7, 1.3, 12
Cc1ccc(S(=O)(=O)NC2CC2)cc1
 : -16, -3, 13, 2, -5, -12, 8, 1.1, -6
Cc1nn(-c2ccccc2)c2nc(C(F)F)cc(C(F)F)c12
 : -5, 15, 3, 5, 15, 1, -14, 0.5, -3
O=C(Nc1ccc2c(c1)OCCO2)c1ccc(Br)c(S(=O)(=O)N2CCOCC2)c1
 : 0, ., ., ., 2, 9, ., ., -1
CCCCN(CC)CCCNC(=O)c1cn(C)c(=O)c2c1c1ccccc1n2C
 : -2, -26, -18, 2, 2, -14, -13, -1.2, 10
Cc1ncccc1C(=O)N1CCCC(C(=O)c2ccc3c4c(cccc24)CC3)C1 (configuration not stated)
 : -7, 10, -11, 2, 12, 3, 20, -3.2, 15
N#Cc1cc2c([nH]c1=S)CCCC2
 : -10, -4, -10, 1, 17, -15, 30, 2.1, -7
CCOC(=O)COn1c(-c2cccc(Cl)c2)nc2ccc([N+](=O)[O-])cc21
 : -6, -90, -86, 5, 4, -6, 4, 3.3, -55
Cc1ccc(NC(=O)CN2c3cccc4cccc(c34)S2(=O)=O)cc1
 : -7, -9, -6, -2, 5, -5, -3, 0.0, -2
NNC(=O)c1sccc1OCc1ccc(F)cc1
 : -3, -8, -2, -1, 5, 2, -5, -0.3, -5
COc1cc2ncnc(N[C@H](C)c3ccccc3)c2cc1OC
 : -1, 10, -1, 2, 9, -3, 27, -1.3, 13
Cc1ccc(S(=O)(=O)N2CCC(C(=O)O)CC2)cc1
 : -2, 6, 4, 0, -3, 5, 19, -0.4, -14
O=C(CCNS(=O)(=O)c1ccccc1)OCC(=O)c1ccc[nH]1
 : -8, 10, 7, -4, 1, -3, 2, -0.3, -2

# Reformatted with tabs: entries from further up.
molecule	CXCR6 inh	Jurkat NFkB inh	697 NFkB inh	XBP1 UPR activ	CCR6 antagonist	EBI2 block	Mdm2-MdmX inh	UPR CHOP act	Gli-Sufu block
COc1ccc(C2=NC(CO)(CO)CO2)cc1	-5	-11	-2	0	19	2	3	0.0	-3
Cc1ccc(-n2c(C)nc3ncnc(-c4ccccc4)c32)cc1	-11	-4	-17	-6	3	3	9	-1.7	0
Cn1nnc2cc(C(=O)N3CCC(c4ccccc4)C3)ccc21 (configuration not stated)	-2	-6	-6	0	5	-7	6	1.3	-10
CCCn1c(SCC(=O)N2c3ccccc3CC2C)nnc1-c1ccco1 (configuration not stated)	0	-17	-3	-2	16	-1	-9	1.0	7

# In the list so far, these have a cyano group.
# Order of results: CXCR6 inh, Jurkat NFkB inh, 697 NFkB inh, XBP1 UPR activ, CCR6 antagonist, EBI2 block, Mdm2-MdmX inh, UPR CHOP act, Gli-Sufu block
COC(=O)CSc1nc2ccc(C)cc2cc1C#N
 : -2, -180, -153, 1, -4, 9, -299, 3.8, -6
N#Cc1c(F)cccc1NCc1cccs1
 : -7, 3, 16, 0, 9, 5, -9, 1.5, 4
CCc1nc(N)c(C#N)c(-c2ccncc2)c1C
 : -3, -1, -3, 1, -8, -15, 26, -0.4, 9
N#Cc1cc2c([nH]c1=S)CCCC2
 : -10, -4, -10, 1, 17, -15, 30, 2.1, -7

# Outcome played no part in choosing rows; overall some 5% were active at least once.
